INS-1E GSIS act – GLuc luminescence reporter in INS-1E cells, primary screen for activators of glucose-dependent secretion of insulin; INS-1E GLuc reporter insulin secretion, 2-3 h; activation, % at 16.6 µM; 0.61% of 370,000 active; AID 743287;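 active = lowest replicate activation of at least 40%, so every replicate reaches that level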;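 note: 0% = median of neutral control wells and 100% = median of IBMX positive control wells; some compounds called inactive have numbers as strong as hits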
PAX8 inh HTS – inhibitors of PAX8 transcriptional activity in RMG-I cells. RMG-I TPO-luciferase reporter, SteadyGlo, 24 h. inhibition, % at 12.6 µM. 1.2% of 360,000 active;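 active = mean replicate inhibition at least 60% with every replicate also reaching 60%; inconclusive = only one of the two criteria is met; inactive = mean below 60% and not all replicates reaching 60%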;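 note: luciferase light reporting Pax8 driven TPO promoter activity; plate controls were median of neutral control wells for no effect and mitoxantrone controls for full effect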
CFTR F508del cor – correctors of CFTR F508del function in bronchial epithelial cells. CFBE cells, YFP halide quenching; stimulated with forskolin plus potentiator P3; % fluorescence drop versus neutral controls. activity (quench increase), % at 7.58 µM. 0.36% of 350,000 active. AID 720511;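 active = mean added fluorescence quench of at least 8% versus neutral control, with both replicates also reaching 8%; inconclusive = only one of the mean or replicate conditions met; inactive = mean below 8% and not both replicates reaching 8%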;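 note: cells transiently co-express mutant CFTR-F508del with the halide-sensitive YFP; corrector assay measuring rescue of mutant channel to the surface after 24 h compound exposure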
EWS-Fli inh – blocks EWS/Fli oncoprotein-driven transcription; 0.67% of 350,000 active; A673 NR0B1-luciferase reporter, viability-normalised; AID 651661; inhibition, % at 12.6 µM;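 active = mean inhibition of at least 50% after viability correction, with every replicate also passing that limit; inconclusive = mean reaches 50% but only one of two replicates passes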;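 note: firefly luciferase signal divided by Alamar Blue viability fluorescence both relative to DMSO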
Xi reactivation – reactivates the inactive X chromosome in mouse fibroblasts | XiGFP mouse fibroblasts, % GFP-positive cells imaging, 3 d; cells co-treated with 5-aza-dC sensitizer; scaled so ellipticine positive control = 100% | activation, % at 7.58 µM | 0.055% of 360,000 active | AID 743238;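 active = mean normalized replicate activation at least 10% and every replicate at or above 10%; inconclusive = only one of the two criteria met; inactive = mean below 10% and not all replicates reach 10%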;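 note: 0% = median of on-plate neutral control wells and 100% = ellipticine 6 µM median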
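Assay system – SV40-immortalized XiGFP fibroblast cells, line 68-5-11 · Buffer or medium – DMEM supplemented with 5-aza-dC as sensitizing agent · Dosing – one concentration, pinned · Benchmarks – positive control ellipticine, 6 µM final · Times – 3 days compound exposure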
ARNT-TACC3 inh – disruptors of human ARNT/TACC3 interaction | Q9Y6A5 | AlphaScreen His-ARNT PAS-B/GST-TACC3 binding, luminescence; TACC3 fragment carries E629A point mutation | inhibition, % at 9.99 µM | 0.66% of 390,000 active | AID 623870;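 active = mean inhibition of replicates at least 50% and at least half of replicates each reaching 50%; inconclusive = half or more replicates reach 50% but mean below 50%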;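 note: 0% = complete ARNT plus TACC3 wells and 100% = ARNT alone without TACC3; many hits fall short of the cut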
ERp5 inh – ERp5 (human) disulfide isomerase inhibition; Q15084; ERp5 insulin aggregation, absorbance 650 nm, 90 min; inhibition, % at 9.99 µM; 0.05% of 350,000 active; AID 651711;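 active = mean replicate inhibition above about 25%, with every replicate also reaching it, limit read from the data, passing the limit was not always enough; inconclusive = only one of those two criteria met; inactive = neither criterion met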
Target sequence (Q15084 whole entry, looked up): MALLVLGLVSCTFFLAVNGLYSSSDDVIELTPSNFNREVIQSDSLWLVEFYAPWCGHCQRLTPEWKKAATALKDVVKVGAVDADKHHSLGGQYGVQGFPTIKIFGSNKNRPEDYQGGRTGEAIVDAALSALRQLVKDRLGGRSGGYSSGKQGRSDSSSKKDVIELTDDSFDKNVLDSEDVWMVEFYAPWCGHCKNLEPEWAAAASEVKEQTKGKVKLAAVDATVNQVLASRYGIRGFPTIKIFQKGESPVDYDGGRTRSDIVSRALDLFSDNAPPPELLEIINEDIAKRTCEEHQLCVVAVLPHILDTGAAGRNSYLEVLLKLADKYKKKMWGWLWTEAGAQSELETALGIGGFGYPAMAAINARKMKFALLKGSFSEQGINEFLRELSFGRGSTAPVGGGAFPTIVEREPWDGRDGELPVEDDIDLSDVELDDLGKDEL
DENV2 CPE – DENV2-induced cell death inhibition | DENV2-infected cells, cytopathic effect rescue, plate reader | CPE inhibition, % at 9.99 µM | 1.7% of 350,000 active | AID 651640; in the data active = CPE inhibition above about 20%, passing the limit was not always enough; inconclusive = no clear call, values can overlap the other calls; tested in BHK-21 cells;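 note: 0% = median of neutral control wells and 100% = median of positive control wells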
An asterisk follows results filed as active; ? = inconclusive; / = not tested or not shown; & = joins results of further samples.

1	N#CC(C#N)=Cc1ccc(-c2ccccc2F)o1
2	C[C@H]1CN([C@@H](C)CO)C(=O)CCCn2nncc2CO[C@@H]1CN(C)C(=O)Oc1cccc2ccccc12
3	COc1cc(OC)c([C@H]2C=C(C)[C@H]3C[C@@H]2C3(C)C)c(OC)c1
4	COc1cc2c(cc1OC)C13CCN4C=C5CCOC6CC(=O)N2C1C6C5CC43 (centres undefined)
5	O=C(O)C(Cc1cnc[nH]1)NS(=O)(=O)c1ccc(Cl)cc1 (centres undefined)
6	CCOc1ccc(N2C(=O)CC(=O)NC2=O)cc1
7	CCN1C(=O)CC(c2cccnc2)=Nc2ccccc21
8	O=C1Nc2ccc(Br)cc2C(c2ccc(Cl)cc2)=NC1O (centres undefined)

assay / compound	1	2	3	4	5	6	7	8
INS-1E GSIS act	/	3	16	/	1	-10	0	20
PAX8 inh HTS	-2	8	1	-22	5	4	18	9
CFTR F508del cor	0.6	3.9	-1.6	4.8	-3.7	-0.8	0.8	-1.9
EWS-Fli inh	20	11	9	-8	2	3	-1	-48
Xi reactivation	0.0	0.3	0.0	0.5	0.1	0.3	-0.1	0.2
ARNT-TACC3 inh	-9	-3	0	1	1	0	-12	0
ERp5 inh	15	-3	10	2	0	5	2	0
DENV2 CPE	2	2	-2	?	6	0	-5	-5

Quoted at random: 2 compounds from above, in no set order.
3	COc1cc(OC)c([C@H]2C=C(C)[C@H]3C[C@@H]2C3(C)C)c(OC)c1
7	CCN1C(=O)CC(c2cccnc2)=Nc2ccccc21

assay / compound	3	7
INS-1E GSIS act	16	0
PAX8 inh HTS	1	18
CFTR F508del cor	-1.6	0.8
EWS-Fli inh	9	-1
Xi reactivation	0.0	-0.1
ARNT-TACC3 inh	0	-12
ERp5 inh	10	2
DENV2 CPE	-2	-5

Next section
9	O=C(NCCN1CCOCC1)c1ccc(Cl)nc1Cl
10	Cn1c(O)c(/C=N/NC(=O)c2ccncc2)c(=O)n(C)c1=S
11	CCOP(=O)(OCC)C(O)c1cccc([N+](=O)[O-])c1 (centres undefined)
12	O[C@@H]1CCCC[C@H]1N1CCC(c2ccccc2)CC1
13	O=C(CCC(=O)N1C[C@H]2C[C@@H](C1)c1cccc(=O)n1C2)NCc1ccc(F)cc1
14	CCOC(=O)C12C(=O)OCC1C2c1ccccc1 (centres undefined)
15	COCCn1c(O)c(/C=N/NC(=O)CSC(=S)N2CCCC2)c(=O)[nH]c1=S
16	CN1C(=O)NC(=O)/C(=C/c2ccc([N+](=O)[O-])o2)C1=O

assay / compound	9	10	11	12	13	14	15	16
INS-1E GSIS act	-1	4	4	1	7	10	1	0
PAX8 inh HTS	14	-46	13	-7	/	-14	-6	33
CFTR F508del cor	-0.1	-0.4	-0.6	-0.6	-0.1	-2.9	0.3	0.9
EWS-Fli inh	4	13	-16	0	-8	-7	-5	12
Xi reactivation	0.1	0.1	-0.1	-0.2	/	0.4	-0.1	-0.1
ARNT-TACC3 inh	/	59*	3	-1	/	/	61*	/
ERp5 inh	-14	0	-1	-1	-1	4	2	1
DENV2 CPE	-4	2	?	-5	81*	3	-4	2

Continued, overlapping the part above by three compounds.
14	CCOC(=O)C12C(=O)OCC1C2c1ccccc1 (centres undefined)
15	COCCn1c(O)c(/C=N/NC(=O)CSC(=S)N2CCCC2)c(=O)[nH]c1=S
16	CN1C(=O)NC(=O)/C(=C/c2ccc([N+](=O)[O-])o2)C1=O
17	O=C(Cc1ccncc1)N1CCCCN2[C@H](CO)[C@@H](c3ccc(C#Cc4ccccc4F)cc3)[C@@H]2C1
18	COc1ccc(CN2CCNCC2)c(OC)c1OC
19	CC(C)N(C(=O)CCl)c1ccccc1
20	CCOC(=O)c1c(/N=C/c2c(O)n(-c3cccc(C)c3)c(=O)[nH]c2=O)sc2c1CCCC2
21	O=C(COc1ccc(Cl)cc1)N(c1ccccc1Cl)C1CN2CCC1CC2 (centres undefined)
22	COc1ccccc1CCNCc1cccc(C(F)(F)F)c1
23	COC(=O)C1=C(c2ccc(S(C)(=O)=O)cc2)C[C@@H]2CC[C@H]1N2C(=O)NCCS(C)=O (some centres undefined)
24	CCCN1CCc2cc(O)cc3c2[C@H]1Cc1ccc(O)c(O)c1-3

assay / compound	14	15	16	17	18	19	20	21	22	23	24
INS-1E GSIS act	10	1	0	0	/	/	10	-13	-4	11	/
PAX8 inh HTS	-14	-6	33	19	-5&-23	?	8	21	-40	-8	44
CFTR F508del cor	-2.9	0.3	0.9	0.7	4.5&6.6	-4.4	/	0.1	-0.5	-1.0	-4.1
EWS-Fli inh	-7	-5	12	-8	5&-4	9	/	6	7	-5	-62
Xi reactivation	0.4	-0.1	-0.1	0.0	0.1&0.0	0.3	0.1	0.0	1.1	-0.1	0.2
ARNT-TACC3 inh	/	61*	/	-9	-2&1	-4	-1	-3	-6	-3	11
ERp5 inh	4	2	1	-4	0&-6	-5	/	-3	5	4	2
DENV2 CPE	3	-4	2	-5	16&-8	3	/	1	12	16	4

25	C[C@H](CO)N1C[C@H](C)[C@@H](CN(C)C(=O)Oc2ccccc2)OCc2cnnn2CCCC1=O
26	O=P(NS(=O)(=O)c1ccc(Br)cc1)(Oc1ccccc1)Oc1ccccc1
27	CC(C)CNC(=O)/C=C/C=C/CCCCCC/C=C/c1ccc2c(c1)OCO2
28	O=C(Cc1ccccn1)N1CCCCN2[C@@H](CO)[C@H](c3ccc(-c4ccccc4F)cc3)[C@@H]2C1
29	O=C1CC(N2CC=C(c3ccccc3)CC2)C(=O)N1c1ccc(F)cc1 (centres undefined)
30	C=CCN1C(=O)NC(=O)/C(=C/c2ccc(N(C)C)c(Br)c2)C1=O
31	COc1cccc(-c2ccc3n(c2=O)C[C@H]2[C@H](CO)[C@@H](C(=O)O)[C@@H]3N2C(=O)c2cnccn2)c1
32	CC(=Nc1ccc2c(c1)CCC2)c1c(O)n(-c2ccccc2)c(=O)[nH]c1=O

assay / compound	25	26	27	28	29	30	31	32
INS-1E GSIS act	-6	-6	-11	-12	-8	3	15	/
PAX8 inh HTS	-4&-18	/	/	67*	5	6	-2	-22
CFTR F508del cor	1.4&0.9	0.1	3.9	0.1	-2.8	-0.1	-4.8	0.8
EWS-Fli inh	-2&-1	3	-7	26	-9	-5	-6	11
Xi reactivation	-0.1&0.2	/	/	0.1	0.3	0.3	0.0	-0.1
ARNT-TACC3 inh	-7	6	-12	6	-1	3	1	-3
ERp5 inh	-13&5	-4	0	1	2	3	3	/
DENV2 CPE	?	/	-8	11	3	-7	0	2

Looked up above:
compound 28 – EWS-Fli inh = 26
compound 26 – INS-1E GSIS act = -6
compound 32 – PAX8 inh HTS = -22
compound 27 – INS-1E GSIS act = -11

(listing goes on)
33	COCCNC(=O)CN1C2CCC1CC(O)(c1cccnc1)C2 (centres undefined)
34	COc1ccc(CNC(=O)CCC(=O)N2C[C@H]3C[C@H](C2)c2cccc(=O)n2C3)cc1OC
35	O=C(Cc1cccnc1)N1CCCCN2[C@@H](CO)[C@@H](c3ccc(/C=C/c4ccccc4)cc3)[C@@H]2C1
36	C[C@H]1C(=O)O[C@@H]2CCN3CC=C(COC(=O)[C@](C)(O)[C@]1(C)O)[C@H]23
37	O=C(NCCCN1CC1)Nc1cccc2ccccc12
38	C[C@]12CCC3C(CC[C@H]4C[C@@H](O)CC[C@]34C)C1CC[C@@H]2O (some centres undefined)
39	COC(=O)C1=C(c2cccc(C#N)c2)C[C@@H]2CC[C@H]1N2C(=O)NCCc1ccccc1
40	Cc1nn(Cc2ccccc2)c(C)c1C(=O)NC1CCCc2ccccc21 (centres undefined)

assay / compound	33	34	35	36	37	38	39	40
INS-1E GSIS act	/	/	-11	/	/	20	-27	-3
PAX8 inh HTS	2	/	6	-4	-4	3	9	30
CFTR F508del cor	-2.5	2.5	-0.5	-0.1	1.2	2.2	0.1	0.2
EWS-Fli inh	-4	-3	2	-15	-2	-5	7	-10
Xi reactivation	0.0	/	0.2	0.3	0.2	0.1	0.0	0.0
ARNT-TACC3 inh	-1	-12	7	0	/	-7	9	6
ERp5 inh	-1	-1	-3	2	-2	-10	2	3
DENV2 CPE	-3	/	-4	-3	1	-10	-15	/

41	O=C(Cc1ccccc1)N1CC2(C1)[C@H](c1ccccc1)[C@@H](CO)N2Cc1cccc(F)c1
42	CC[N+]12CCC(CC1)C(=C(c1ccccc1)c1ccccc1)C2
43	CCOC(=O)c1c(C)n(Cc2ccccc2)c2ccc(OCC(O)CN3C(=O)CNC3=O)cc12 (centres undefined)
44	Cc1ccc(OC(=O)N(C)C[C@H]2OCc3cnnn3CCCC(=O)N([C@H](C)CO)C[C@H]2C)cc1
45	COC(=O)[C@H]1[C@H](CO)[C@H]2Cn3c(ccc(-c4ccccc4)c3=O)[C@@H]1N2CC1CC1
46	O=C(NCC1=C(c2ccc3ccccc3c2)C[C@@H]2CC[C@H]1N2Cc1ccco1)c1ccc([N+](=O)[O-])cc1
47	O=C1CC(=O)N(Cc2ccccc2)C(=S)N1
48	COC(=O)C1=C(c2cccc(OCc3ccccc3)c2)C[C@@H]2CC[C@H]1N2C

assay / compound	41	42	43	44	45	46	47	48
INS-1E GSIS act	-19	17	-1	-12&-6	18	-12	-26	-10
PAX8 inh HTS	45	27	/	2&3	/	25	-2	-9
CFTR F508del cor	?	/	5.0	5.2&-3.1	2.7	4.5	0.1	-0.8
EWS-Fli inh	3	/	16	3&-3	-3	11	-2	-5
Xi reactivation	0.0	0.3	/	-0.1&-0.5	0.5	0.2	0.1	0.0
ARNT-TACC3 inh	/	2	3	-2	5	/	-7	/
ERp5 inh	-3	/	-3	6&-1	-5	8	5	-1
DENV2 CPE	3	/	-7	6&-2	2	2	23*	-3

49	CSCCC(c1nnnn1-c1ccc2c(c1)OCCO2)N1CCC(n2c(=O)[nH]c3ccccc32)CC1 (centres undefined)
50	Cn1cccc1C1CCCN1CC(=O)Nc1ccc(C#N)c(Cl)c1 (centres undefined)
51	COc1ccc(OC(=O)N(C)C[C@H]2OCc3cnnn3CCCC(=O)N([C@H](C)CO)C[C@@H]2C)cc1
52	COc1ccc(/C=C2\C(=O)NC(=O)N(CCC3=CCCCC3)C2=O)c(OC)c1
53	O=c1[nH]c(=S)n(-c2ccccc2)c(O)c1C=NCc1ccccn1
54	COc1ccc(C2(C#N)CCN(C)CC2)cc1
55	O=C(Cn1cc(C=C2C(=O)NC(=O)NC2=O)c2ccccc21)NCC1CCCO1 (centres undefined)
56	C=CCn1cc(C=C2C(=O)NC(=O)NC2=O)c2ccccc21

assay / compound	49	50	51	52	53	54	55	56
INS-1E GSIS act	-3	/	-9&5	0	-11	12	5	29
PAX8 inh HTS	93*	/	3&-11	0	13	-1	-7	0
CFTR F508del cor	0.0	-2.8	4.4&1.1&-2.3	1.1	-1.5	/	-0.5	0.1
EWS-Fli inh	21	-5	-14&0&-2	-1	7	-4	2	1
Xi reactivation	0.7	-0.1	-0.1&0.1	0.0	0.1	0.0	0.4	0.1
ARNT-TACC3 inh	/	-7	-6&1	9	/	-1	-4	7
ERp5 inh	5	-4	-12&0&-2	-2	-1	4	-10	-1
DENV2 CPE	-4	-2	-8&19&3	1	11	-10	5	-2

Only part of the results is shown, so the mix of outcomes need not match the whole.
